# Source: PubChem BioAssay
# Epigenetic derep: derepresses silenced GFP reporter in murine cells | murine LDR cells, GFP reporter derepression, 30 h | Potency, µM (titrated, usually from 53.9 µM), inactives show at the highest dose GFP activation, actives largely listed as activators | 0.2% of 280,000 active; active = well fitted activation curve with a large enough effect; inconclusive = small, poorly fitted or top-dose-only effect; also: % of control where 0% means no effect; nearly all actives have a fitted effect of over 60% in size
#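 Derepression of a silenced CMV-GFP reporter in murine LDR cells is scored by enumerating GFP-positive cells with a laser-scanning microplate cytometer after 30 hours of treatment at 37 C.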
# LMNA splice mod: changes lamin A minigene splicing in HeLa cells; Potency, µM (titrated, usually from 46.1 µM), without a hit: at the top dose ratio change, negative = inhibition, usual class: inhibitors; HeLa LMNA splicing GFP/RFP minigene ratio, 48 h; 0.01% of 200,000 active; active = well fitted inhibition curve with a large enough effect in the signal ratio, with a control signal flat, not every such curve was filed as active; inconclusive = small, poorly fitted or top-dose-only effect, or effect the other way, or a change in a side signal; the % refers to the signal ratio; also: % is scaled to controls: 0 for no effect and ±100 for the full control effect
#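 S3 HeLa stable clones carrying a lamin A-EGFP splicing minigene plus DsRed2 were seeded at 600 cells/well in Opti-MEM with 2% FBS, pin-dosed and incubated 48 h at 37°C. Acumen cytometry (488 nm) gave the GFP/RFP total-intensity ratio.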
# Active calls of the source: *; ? = inconclusive; [ ] = another dose, or the depositor's remark. Potency is read from the fitted curve at half-maximal effect. A portion of the library; count on the stated rates, not on these rows.
CC(=O)c1ccc(NC(=O)CSc2nc(-c3ccc(C)cc3)nc3c2c(=O)n(C)c(=O)n3C)cc1
  Epigenetic derep: 4.9%	LMNA splice mod: -3.2%[46 µM]

CC1CCCN(c2ncnc3c2nnn3C)C1 (stereo unspecified)
  Epigenetic derep: 3.9%	LMNA splice mod: -7.8%[46 µM]

Cc1ccc(CSC2=Nc3ccccc3C3=NC(CC(=O)NC4CCCCC4)C(=O)N23)cc1 (stereo unspecified)
  Epigenetic derep: -1.3%	LMNA splice mod: 8.2%[46 µM]

COc1ccccc1C(=O)Nc1cccc(OCc2cc(=O)n3ccccc3n2)c1
  Epigenetic derep: 9.4%	LMNA splice mod: ?

COc1ccc(N2CCN(C(c3ccccc3)c3nnc(-c4ccccc4Cl)o3)CC2)cc1 (stereo unspecified)
  Epigenetic derep: 0.0%	LMNA splice mod: ?

COc1ccc(-n2cc(C(=O)OCc3ccc(Cl)cc3)c3ccccc3c2=O)cc1
  Epigenetic derep: 1.4%	LMNA splice mod: -4.3%[46 µM]

CC1=C(C(N)=O)C(c2ccccc2Br)n2ncnc2N1 (stereo unspecified)
  Epigenetic derep: -1.7%	LMNA splice mod: 14.3%[46 µM]

Fc1ccc(C2=CC(c3ccc(F)cc3)n3c(nc4ccccc43)N2)cc1 (stereo unspecified)
  Epigenetic derep: 1.1%	LMNA splice mod: -9.7%[46 µM]

COC(=O)c1c(-c2cccs2)csc1NC(=O)c1ccc(C(C)C)cc1
  Epigenetic derep: -1.6%	LMNA splice mod: -27.2%[46 µM]

CCOc1ccc(-c2cccc(NS(=O)(=O)c3ccccc3C(F)(F)F)c2)nn1
  Epigenetic derep: -1.7%	LMNA splice mod: -0.9%[46 µM]

O=c1cc(-c2ccccc2)n2c(SCc3ccc(Cl)cc3)nnc2[nH]1
  Epigenetic derep: 0.0%	LMNA splice mod: ?

NS(=O)(=O)c1ccc(NC(=O)C2Cc3ccccc3N2C(=O)c2ccccc2)cc1 (stereo unspecified)
  Epigenetic derep: 1.6%	LMNA splice mod: -9.4%[46 µM]

CCN(CC)CCNC(=O)c1c(C)oc2ncnc(N3CCOCC3)c12
  Epigenetic derep: -0.2%	LMNA splice mod: -3.4%[46 µM]

COc1ccc(-c2nc3ccccc3o2)cc1NC(=O)COc1cc(C)cc(C)c1
  Epigenetic derep: 0.0%	LMNA splice mod: ?

COc1ccc(-c2cc3ccc(O)c(CN4CCCC(C)C4)c3oc2=O)cc1 (stereo unspecified)
  Epigenetic derep: 0.7%	LMNA splice mod: -1.7%[46 µM]

Cc1ccn2c(=O)cc(COc3ccc(NC(=O)c4ccccc4F)cc3)nc2c1
  Epigenetic derep: -3.4%	LMNA splice mod: -5.1%[46 µM]

CC(=O)N(Cc1cccnc1)c1nc2c(F)cc(F)cc2s1
  Epigenetic derep: -0.1%	LMNA splice mod: -7.4%[46 µM]

O=C(NCc1cccn1Cc1ccccc1)Nc1ccc(Br)cc1F
  Epigenetic derep: 6.9%	LMNA splice mod: ?

Cc1cccc(-c2nc(CCNC(=O)c3ccccc3Br)cs2)c1
  Epigenetic derep: 2.2%	LMNA splice mod: 0.3%[46 µM]

CC(=O)N1CCC(N(Cc2ccc(C)o2)C(=O)Nc2cccc(C(F)(F)F)c2)CC1
  Epigenetic derep: -1.2%	LMNA splice mod: 7.5%[46 µM]

Cn1cc(S(=O)(=O)c2ccccc2)c(=O)c2cc(F)c(N3CCCC3)cc21
  Epigenetic derep: -0.4%	LMNA splice mod: -6.8%[46 µM]

COC(=O)c1c(-c2cccs2)csc1NC(=O)c1ccc(C)cc1
  Epigenetic derep: 3.2%	LMNA splice mod: 10.5%[46 µM]

COc1ccc(NC(=O)C(=O)NCCc2sc(-c3ccc(Cl)cc3)nc2C)cc1
  Epigenetic derep: 1.9%	LMNA splice mod: ?

Cc1ccc(Cl)cc1NS(=O)(=O)c1ccc2c(c1)NC(=O)CCS2
  Epigenetic derep: -1.3%	LMNA splice mod: -9.4%[46 µM]

Cc1sc(C2C(C#N)=C(N)N(c3ccc(Cl)cc3)C3=C2C(=O)CCC3)cc1CN1CCOCC1 (stereo unspecified)
  Epigenetic derep: -0.4%	LMNA splice mod: -16.9%[46 µM]

Cc1ccc(Cl)cc1NC(=O)Cn1cc(S(=O)(=O)Cc2ccccc2Cl)c2ccccc21
  Epigenetic derep: ?	LMNA splice mod: ?

COc1ccccc1N1CCN(C(=O)C2CCN(S(=O)(=O)c3cn(C)cn3)CC2)CC1
  Epigenetic derep: -5.1%	LMNA splice mod: -12.0%[46 µM]

Cc1ccc(C)c(NC(=O)CSc2nnc3[nH]c(=O)cc(-c4ccccc4)n23)c1
  Epigenetic derep: -1.4%	LMNA splice mod: 13.3%[46 µM]

CNC(=O)C1CCC(Cn2c(=O)c3sccc3n(CC(=O)N3CCCC(C)C3)c2=O)CC1 (stereo unspecified)
  Epigenetic derep: 0.0%	LMNA splice mod: 3.7%[46 µM]

CCc1ccc(NC(=O)N2CCC(N3CCN(Cc4ccc(C)cc4)C(=O)C3=O)CC2)cc1
  Epigenetic derep: -1.3%	LMNA splice mod: ?

# Reformatted with values under each structure: part of the list above.
# Second line of a record – Epigenetic derep, LMNA splice mod
> COC(=O)c1c(-c2cccs2)csc1NC(=O)c1ccc(C)cc1
  3.2%, 10.5%[46 µM]
> COc1ccc(NC(=O)C(=O)NCCc2sc(-c3ccc(Cl)cc3)nc2C)cc1
  1.9%, ?
> Cc1ccc(Cl)cc1NS(=O)(=O)c1ccc2c(c1)NC(=O)CCS2
  -1.3%, -9.4%[46 µM]
> Cc1sc(C2C(C#N)=C(N)N(c3ccc(Cl)cc3)C3=C2C(=O)CCC3)cc1CN1CCOCC1 (stereo unspecified)
  -0.4%, -16.9%[46 µM]
> Cc1ccc(Cl)cc1NC(=O)Cn1cc(S(=O)(=O)Cc2ccccc2Cl)c2ccccc21
  ?, ?
> COc1ccccc1N1CCN(C(=O)C2CCN(S(=O)(=O)c3cn(C)cn3)CC2)CC1
  -5.1%, -12.0%[46 µM]
> Cc1ccc(C)c(NC(=O)CSc2nnc3[nH]c(=O)cc(-c4ccccc4)n23)c1
  -1.4%, 13.3%[46 µM]

# Later entries:
O=C(NC1CC(=O)N(c2ccc(F)cc2)C1)c1ccc(S(=O)(=O)N2CCOCC2)cc1 (stereo unspecified)
  Epigenetic derep: 1.4%	LMNA splice mod: ?

O=C(NCCCN1CCN(c2ccccc2F)CC1)c1sc2ncccc2c1-n1cccc1
  Epigenetic derep: -1.7%	LMNA splice mod: -8.3%[46 µM]

Cc1cccc(Cn2ccn(Cc3ccc(Cl)cc3)c(=O)c2=O)c1
  Epigenetic derep: 0.0%	LMNA splice mod: 18.2%[46 µM]

Cc1c(Cl)cccc1NC(=O)CSc1ncccc1C(=O)Oc1ccccc1Cl
  Epigenetic derep: -1.0%	LMNA splice mod: 9.2%[46 µM]

COCCc1nn2c(=O)cc(COC(=O)c3ccccc3C)nc2s1
  Epigenetic derep: -1.2%	LMNA splice mod: -17.1%[46 µM]

CCN1CCc2c(sc(NC(=O)c3ccc(S(=O)(=O)N(CCOC)CCOC)cc3)c2C(N)=O)C1
  Epigenetic derep: 0.6%	LMNA splice mod: -5.4%[46 µM]

CCn1c(SCc2ccc(F)cc2Cl)nnc1-c1nonc1NC(C)=O
  Epigenetic derep: -2.2%	LMNA splice mod: 21.8%[46 µM]

CCOc1ccccc1CNC(=O)Cn1nc(C)c2nn(-c3ccc(Cl)cc3)c(C)c2c1=O
  Epigenetic derep: -3.4%	LMNA splice mod: ?

COc1ccc(Nc2cc(C)nc(-n3nc(C)cc3C)n2)cc1Cl
  Epigenetic derep: 1.0%	LMNA splice mod: ?

CCOc1ccc(NC(=O)C2CCCN(c3nn4cc(-c5ccc(OC)cc5)nc4s3)C2)cc1 (stereo unspecified)
  Epigenetic derep: -1.2%	LMNA splice mod: ?

COc1ccc(Cl)cc1NC(=O)C1CCN(S(=O)(=O)c2ccc3c(c2)CC(C)N3C(C)=O)CC1 (stereo unspecified)
  Epigenetic derep: -1.2%	LMNA splice mod: -3.0%[46 µM]

Cc1nc(-n2nc(C)c(CCC(C)C)c2C)sc1C(=O)Nc1ccc(Cl)cc1
  Epigenetic derep: -2.4%	LMNA splice mod: 6.4%[46 µM]

Cc1ccc(-n2ncc3c(NC(C)c4ccccc4)ncnc32)cc1 (stereo unspecified)
  Epigenetic derep: 2.0%	LMNA splice mod: -18.2%[46 µM]

COc1ccc(C(=O)NCc2ccc3c(c2)CCN3C(=O)c2ccc(Cl)cc2)c(OC)c1
  Epigenetic derep: 0.0%	LMNA splice mod: -7.8%[46 µM]

Cn1c(SCc2ccccc2Cl)nc2c([nH]c3ccccc32)c1=O
  Epigenetic derep: 2.8%	LMNA splice mod: -0.1%[46 µM]

Cc1cccc(C(=O)NNc2ncnc3c2cnn3-c2ccc(C)cc2C)c1
  Epigenetic derep: -0.6%	LMNA splice mod: ?

CC(=O)N1CCOc2cc(S(=O)(=O)Nc3cc(C(F)(F)F)ccc3Cl)c(C)cc21
  Epigenetic derep: 1.4%	LMNA splice mod: 6.6%[46 µM]

COc1ccc(OC)c(S(=O)(=O)N2CCC(c3ccncc3)CC2)c1
  Epigenetic derep: -1.1%	LMNA splice mod: ?

CCCCN(CCCC)c1ncnc2c1cnn2-c1cccc(C)c1
  Epigenetic derep: 6.5%	LMNA splice mod: ?

CN(C(=O)CSc1nc2ccccc2n1CC(=O)NCc1ccc(F)cc1)c1ccc(F)cc1
  Epigenetic derep: -4.6%	LMNA splice mod: 5.1%[46 µM]

N#Cc1cccc(NC(=O)CCNS(=O)(=O)c2ccc3c(c2)CCN3C(=O)C2CC2)c1
  Epigenetic derep: 1.4%	LMNA splice mod: -7.6%[46 µM]

COc1ccc(-n2cc(-c3ccccc3)c3c(Nc4ccc(OC)c(OC)c4)ncnc32)cc1
  Epigenetic derep: -1.6%	LMNA splice mod: 18.2%[46 µM]

CCOc1ccc(-c2cc3c(=O)n(CC(=O)NCc4ccc(C)cc4)ccn3n2)cc1
  Epigenetic derep: -3.5%	LMNA splice mod: -1.1%[46 µM]

CC(C)(C)OC(=O)N1CCC(c2c(C(=O)N3CCN(C(=O)c4ccco4)CC3)cnn2-c2cccc(Cl)c2)CC1
  Epigenetic derep: -1.3%	LMNA splice mod: -3.1%[46 µM]

Cc1onc(-c2ccc(F)cc2F)c1C(=O)Nc1cccc(C(F)(F)F)c1
  Epigenetic derep: -1.1%	LMNA splice mod: -5.9%[46 µM]

Cc1ccc(Cc2nc3ccccc3nc2SCC(=O)N2CCN(c3ccc(F)cc3)CC2)cc1
  Epigenetic derep: -0.4%	LMNA splice mod: ?

COc1cc(OC)c(NC(=O)NCCn2nnc3cc(S(=O)(=O)N(C)C)ccc32)cc1Cl
  Epigenetic derep: -0.8%	LMNA splice mod: -12.2%[46 µM]

Cc1cc(C)cc(-n2cnc3cc(C(=O)NC4CCCCCC4)ccc32)c1
  Epigenetic derep: 0.0%	LMNA splice mod: -19.1%[46 µM]

CCc1cccc(NC(=O)CN2C(=O)COc3ccc(S(=O)(=O)N4CCC(C)CC4)cc32)c1
  Epigenetic derep: 3.3%	LMNA splice mod: -1.9%[46 µM]

COc1cc(CNC(=O)c2ccc3nc(Cc4ccccc4)oc3c2)cc(OC)c1OC
  Epigenetic derep: -1.7%	LMNA splice mod: -14.2%[46 µM]
